uPA generation = inhibitors of cell surface uPA generation; actives 0.31% (n = 330,000); cell surface uPA generation assay, qHTS; Potency, µM (series often up to 38.3 µM), for inactives: top-dose activity change, negative = inhibition, most hits filed as inhibitors; active = well fitted inhibition curve with a large enough effect; inconclusive = small, poorly fitted or top-dose-only effect; inactive = no such curve, though single readings can be large or run the other way; tested in mouse RAW 264.7 cells; also: potency is read from the fitted curve at half-maximal effect; nearly all actives have a fitted effect of over 55% in size
KCNH2 WT inh = inhibitors of human wildtype KCNH2 potassium channel | U2OS, BacMam KCNH2, thallium flux FluxOr; stronger effect = lower value | activity change, % at 1.84 µM | actives 0.37% (n = 340,000) | AID 720551;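 active = maximum activity change below -70%; inconclusive = maximum activity change between -70% and -50%; inactive = maximum activity change above -50%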
Target sequence (Q12809 whole entry, looked up): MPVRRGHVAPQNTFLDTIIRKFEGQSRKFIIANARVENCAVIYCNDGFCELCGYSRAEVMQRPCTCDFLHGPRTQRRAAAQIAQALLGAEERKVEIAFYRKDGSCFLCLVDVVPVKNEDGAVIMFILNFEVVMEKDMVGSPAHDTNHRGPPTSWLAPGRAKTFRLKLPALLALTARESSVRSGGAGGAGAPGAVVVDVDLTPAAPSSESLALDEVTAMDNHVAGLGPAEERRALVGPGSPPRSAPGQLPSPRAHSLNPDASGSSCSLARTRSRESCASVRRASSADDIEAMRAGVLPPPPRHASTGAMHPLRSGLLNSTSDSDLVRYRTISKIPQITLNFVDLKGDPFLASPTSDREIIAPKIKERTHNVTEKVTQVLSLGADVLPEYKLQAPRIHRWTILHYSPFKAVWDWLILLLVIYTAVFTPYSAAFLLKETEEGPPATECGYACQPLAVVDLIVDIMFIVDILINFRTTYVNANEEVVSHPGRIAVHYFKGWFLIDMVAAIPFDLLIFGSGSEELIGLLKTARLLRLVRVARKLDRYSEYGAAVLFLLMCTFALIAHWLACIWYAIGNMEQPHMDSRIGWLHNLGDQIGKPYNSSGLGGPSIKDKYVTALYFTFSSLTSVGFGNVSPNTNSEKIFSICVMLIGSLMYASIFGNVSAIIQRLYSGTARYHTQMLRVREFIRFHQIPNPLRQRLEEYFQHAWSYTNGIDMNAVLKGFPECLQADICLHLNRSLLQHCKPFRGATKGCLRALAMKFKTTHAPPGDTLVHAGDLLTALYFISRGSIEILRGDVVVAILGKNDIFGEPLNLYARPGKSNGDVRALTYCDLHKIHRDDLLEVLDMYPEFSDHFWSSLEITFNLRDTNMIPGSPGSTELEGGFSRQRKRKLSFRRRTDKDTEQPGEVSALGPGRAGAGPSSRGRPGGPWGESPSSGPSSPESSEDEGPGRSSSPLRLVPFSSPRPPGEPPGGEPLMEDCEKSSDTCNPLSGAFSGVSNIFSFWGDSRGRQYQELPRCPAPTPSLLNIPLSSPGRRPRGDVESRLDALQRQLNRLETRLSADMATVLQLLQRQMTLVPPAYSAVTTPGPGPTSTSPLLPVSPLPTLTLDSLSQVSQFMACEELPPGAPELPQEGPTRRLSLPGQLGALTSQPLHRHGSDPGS
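U2OS cells were transduced with wild-type KCNH2 virus (2.03 x 10^8 / mL) for 4 h at room temperature, then cultured overnight at 37 C. Thallium flux was read with FluxOr dye. Rate constants were normalized to DMSO controls.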
FBPA coupling cs = inhibits coupling enzyme system, counter-screen for aldolase hits; coupling enzyme system counterscreen, AmpLite Red fluorescence; activity change, negative = inhibition, % at 58.2 µM, hits read low; actives 0.67% (n = 290,000); in the data active = activity change below about -30%
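Compounds tested against the coupling enzymes alone at 57.5 uM final; readout was AmpLite Red fluorescence (525/598 nm) after 20 min at RT.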
Giardia kill = Giardia lamblia killing. Giardia lamblia trophozoite viability. actives 0.15% (n = 340,000). activity change, % at 7.66 µM, hits read low; in the data active = activity change below about -80%; inconclusive = between about -30% and that limit;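 also: parasites exposed to compound for two days anaerobically before the ATP read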
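Killing of trophozoites was scored by loss of ATP luminescence after a 48 hrs anaerobic exposure to compounds at 37 deg C, using 100 cells per well.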
PKM2 act = PKM2 (human) enzyme activation | actives 0.34% (n = 260,000) | purified PKM2, Kinase-Glo ATP luminescence, activation; response scale: 0% is enzyme alone, no compound | P14618 | AID 1631 | Potency, µM (highest dose often 57.5 µM), for inactives: at the top dose activation, actives largely listed as activators; also: potency is read from the fitted curve at half-maximal effect; nearly all actives have a fitted effect of over 55% in size
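hPK-M2, >95% pure; 0.1 mM ADP / 0.5 mM PEP final; imidazole pH7.2 buffer w/ 7 mM MgCl2, 50 mM KCl; 1 h RT; Kinase-Glo lum. Intermediate enzyme activity for dual inhibitor/activator qHTS.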
GALK inhibitor = galactokinase (human) inhibition. P51570. Purified GALK, Kinase-Glo residual ATP luminescence. Potency, µM (doses to about 57.5 µM), for the others: top-dose activity change, negative = inhibition, most hits filed as inhibitors. actives 0.007% (n = 270,000); also: potency is read from the fitted curve at half-maximal effect
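Compounds were pin-transferred into ATP buffer (35 uM final), then GALK plus galactose (5 nM, 100 uM final) was added. After 1 h at room temperature, Kinase-Glo Plus was added and luminescence read after 10 min.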
KCNH2 3.1 inh = KCNH2 3.1 (human) potassium channel inhibition. U2OS KCNH2 3.1, thallium flux FluxOr; stronger effect = lower value. activity change, % (tested at about 1.8 µM). actives 0.95% (n = 340,000);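 active = maximum activity change below -70%; inconclusive = maximum activity change from -70% to -50%; inactive = maximum activity change above -50%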;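 also: thallium influx rate constant from kinetic fluorescence after stimulation buffer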
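Steps: virus added to U2OS suspension (4 h, RT, dark); medium with 10% FBS added, cells plated, 37 C overnight; FluxOr/Red40 loading buffer 45 min RT; stimulation buffer, 2 min kinetic read; rate constant normalized.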
BCR signal inh = inhibitors of chronic active B-cell receptor signaling | actives 0.05% (n = 340,000) | ABC-DLBCL IkBa-CBG/CBR reporter, luminescence ratio, 4 h | Potency, µM (series often up to 46.1 µM), inactives show top-dose ratio change, negative = lower green/red ratio, actives largely listed as inhibitors; active = well fitted inhibition curve with a large enough effect in the signal ratio, with a control signal flat, not every such curve was filed as active; inconclusive = small, poorly fitted or top-dose-only effect, or effect the other way, or a change in a side signal; the % refers to the signal ratio;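 also: potency is read from the fitted curve at half-maximal effect; plate controls were basal doxycycline-induced cells for no effect and cells given 10 µM MG132 for full effect; MG132 reads +100%, hits lower the ratio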
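TMD8 human ABC-DLBCL cells with doxycycline-inducible IκBα–green luciferase fusion and unfused red luciferase, in 0.5% FBS medium; compounds up to 46 uM, 4 h at 37C. Green/red luminescence ratio, filter-overlap corrected, fitted to concentration-response curves.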
USP2a block = blocks human ubiquitin-specific protease USP2a; Potency, µM (series often up to 38.3 µM), without a hit: at the top dose activity change, negative = inhibition, usual class: inhibitors; O75604; USP2 core, Ub-CHOP2 coupled fluorogenic reporter, 485/531; AID 463254; actives 0.01% (n = 330,000);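 also: potency is read from the fitted curve at half-maximal effect; plate controls were DMSO wells for no effect and full inhibition by NEM control for full effect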
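USP2 core (10nM final) preincubated 30min RT with compound in 20mM Tris-HCl pH 8.0, 2mM CaCl2, 2mM beta-mercaptoethanol, 0.05% CHAPS; 25nM Ub-CHOP2 plus 25nM reporter substrate added, fluorescence (Ex485/Em531) read after 60min.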
Eya2 phos inh = inhibitors of human Eya2 phosphatase activity; O00167; recombinant Eya2, OMFP fluorescence dephosphorylation (OMFP is methylfluorescein phosphate); Potency, µM (top dose mostly 76.9 µM), for the others: top-dose activity, negative = inhibition, most hits filed as inhibitors; actives 0.006% (n = 330,000); AID 488837; also: potency is read from the fitted curve at half-maximal effect
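Eya2 (0.2 uM) preincubated 10 min at ambient with compound, then OMFP substrate added at 50 uM; 10 min reaction in 50 mM HEPES pH 7.5, 50 mM NaCl, 5 uM MgCl2, 0.05% BSA, 1 mM DTT. Fluorescence read at Ex 485/Em 525 nm.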
B2AR arrestin = beta2AR (human) beta-arrestin recruitment activity; beta-arrestin recruitment to beta2AR, cell-based reporter; Potency, µM (titrated, usually from 46.1 µM), inactives show top-dose activation, most hits filed as activators; actives 0.02% (n = 330,000); P07550;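 also: potency is read from the fitted curve at half-maximal effect; 0% = DMSO controls and full agonism = EC100 isoproterenol or metaproterenol; nearly all actives have a fitted effect of over 65% in size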
* = called active by the depositor; ? = inconclusive; nt = not tested or not shown; & = joins results of further samples; [ ] = another dose, or the depositor's remark. Unless noted, calls follow the shape of the dose curve; as a rule, active = well fitted curve in the direction sought with a large enough effect; inconclusive = small, poorly fitted or top-dose-only effect, or another doubt; inactive = no such curve, though single readings can be large; an effect the other way counts as inactive or inconclusive. Unless noted, % is scaled to controls: 0 for no effect and ±100 for the full control effect. No enrichment for hits. About 2.4% of those tested had a hit in this group.

Results follow in this order: uPA generation | KCNH2 WT inh | FBPA coupling cs | Giardia kill | PKM2 act | GALK inhibitor | KCNH2 3.1 inh | BCR signal inh | USP2a block | Eya2 phos inh | B2AR arrestin
CCCCN1C(=N)N([C@@H](C)CN2CCC[C@H]2CN2C(N)=NC[C@H]2CC(C)C)C[C@H]1Cc1ccccc1
  -0.5% | -3.2 | nt | -7.9 | nt | nt | 3.8 | 3.2% | 1.1% | -23.9% | -0.1%
COc1ccc(C(CNC(=O)c2cc(S(=O)(=O)NCc3ccco3)ccc2C)N(C)C)cc1 (configuration not stated)
  -6.0% | 2.2 | nt | -2.0 | nt | nt | ? | -8.3% | 3.5% | 4.5% | -0.6%
COc1cccc(CC(=O)NCC2COc3ccccc3O2)c1OC (configuration not stated)
  -35.6% | 11.8 | 3.9 | 5.6 | ? | 0.4% | -7.1 | -5.9% | -5.1% | -2.1% | -0.4%
COC(=O)c1sc(=S)n(-c2ccccc2)c1N
  nt | -12.1 | 3.6 | 4.6 | -13.2% | -1.2% | -1.8 | ? | 1.4% | -4.2% | -0.2%
c1nc(Nc2ccc(N3CCOCC3)cc2)c2ccsc2n1
  1.6% | -11.7 | -5.8 | 17.2 | 0.1% | -1.2% | -2.3 | -3.1% | -0.7% | -1.1% | -0.7%
CCOC(=O)C1(C)NC(c2ccc(N(C)C)cc2)C2C(=O)N(CC)C(=O)C21 (configuration not stated)
  3.1% | 9.0 | 5.0 | 2.5 | -0.7% | 13.0% | 9.5 | 2.7% | -0.9% | 0.7% | -0.4%
O=C(c1ccccc1)N1CCCC(c2nc3c(nnn3Cc3ccccc3)c(=O)[nH]2)C1 (configuration not stated)
  0.7% | -3.7 | 8.8 | 44.2[activator] | 4.2% | 1.0% | 15.3 | -2.3% | 1.6% | -27.0% | 0.0%
O=C(NCCC1=CCCCC1)c1cc(-c2ccccn2)nc2ccccc12
  4.4% | 10.5 | -1.1 | -1.4 | 1.5% | 0.3% | 4.0 | ? | -0.2% | -1.8% | -0.2%
COc1ccc(Cl)cc1NC(=O)CN(C)CC(=O)Nc1cccc(S(=O)(=O)N2CCCC2)c1
  2.0% | -2.3 | nt | -12.0 | nt | nt | 0.0 | -0.4% | -1.1% | -11.8% | 0.2%
S=C(Nc1cccc(Cl)c1)N(CCCN1CCCC1)Cc1cccn1Cc1ccc(Cl)cc1
  3.5% | -4.2 | -1.2 | -5.3 | 6.1% | -1.1% | 1.4 | ? | 0.0% | 3.8% | -0.1%
O=C(Nc1ccc(F)cc1)Nc1sccc1-c1nc2ccccc2s1
  1.3% | -5.6 | -4.0 | -12.8 | 4.9% | -1.0% | -11.5 | ? | 5.5% | -10.8% | 0.4%
COc1ccc(/C=N/Nc2ncccc2[N+](=O)[O-])c(OC)c1
  -11.1% | -5.8 | -4.2 | 19.0 | -52.3% | 16.2% | 9.6 | ? | 1.0% | -11.6% | -0.1%
Cc1ccc(S(=O)(=O)NCc2ccccc2C)cc1
  2.2% | -7.5 | -8.3 | 35.7[activator] | 0.2% | 3.4% | 24.2 | -0.4% | 1.9% | -7.7% | 0.2%
Cc1noc(C)c1COc1ccc(C(=O)N2CCN(c3ccccn3)CC2)cc1
  4.1% | 0.1 | nt | 3.9 | nt | nt | -6.0 | 9.4% | 0.5% | -13.5% | -0.2%
O=C(COc1ccccc1F)NNC(=O)c1ccc(F)c(S(=O)(=O)N2CCOCC2)c1
  -0.9% | 4.0 | nt | -1.0 | nt | nt | -18.7 | ? | 1.9% | 7.7% | 0.4%
Cc1ccc(NC(=O)C2CCCN2C(=O)NCc2ccccc2)cc1 (configuration not stated)
  3.5% | 6.4 | 1.2 | -13.5 | 0.2% | -0.1% | -1.9 | 11.4% | 11.0% | -3.5% | -1.4%
N#Cc1c(NC(=O)COC(=O)c2nccnc2N)sc2c1CCCC2
  0.2% | -6.1 | nt | 6.1 | nt | nt | 5.9 | 5.2% | -0.2% | -29.9% | -0.4%
CCN(CC)CCCNC(=O)C1c2cc(OC)c(OC)cc2C(=O)N(C)C1c1cccs1 (configuration not stated)
  -1.1% | -1.8 | 1.9 | 3.4 | 1.3% | 0.7% | 2.5 | 2.3% | 5.6% | -16.3% | 0.0%
Cc1cc(C)n2nc(CC(=O)NCc3ccc(F)cc3)nc2n1
  -8.0% | 3.8 | 0.8 | 1.0 | -8.3% | -0.1% | 4.3 | -8.5% | 2.8% | 6.3% | -0.2%
COCc1c(C(=O)N2CCN(c3ccccc3C)CC2)oc2ccccc12
  3.5% | -0.8 | nt | -8.0 | nt | nt | -0.6 | -0.5% | -2.9% | 3.3% | 0.0%
Brc1ccc(-c2nc(-c3ccncc3)no2)o1
  1.0% | 8.8 | 1.6 | 19.2 | -1.4% | -0.4% | 0.4 | ? | 1.3% | 6.4% | 0.0%
Cn1cc(C(=O)C(=O)N2CCN(c3ccccc3)CC2)c2ccccc21
  1.2% | -14.6 | 0.4 | 0.3 | 2.9% | -2.8% | -27.0 | ? | 2.3% | -2.1% | -1.2%
COc1ccccc1CNC(=O)[C@@H]1CCCN1S(=O)(=O)c1ccc(C)cc1
  -10.0% | 0.7 | 0.7 | 27.1 | -1.6% | -1.5% | 3.0 | -4.2% | 0.6% | 0.6% | 0.1%
CN1CCN(Cc2nc(Cc3ccccc3)no2)CC1c1ccccc1 (configuration not stated)
  4.4% | -6.6 | 2.3 | -1.1 | 8.9% | -3.2% | 21.5 | 8.1% | 7.0% | 8.9% | 0.0%
CCN(CC(=O)Nc1c(F)cccc1F)C(=O)CCOc1ccccc1
  1.6% | -0.7 | nt | 2.0 | nt | nt | 3.1 | 4.3% | -1.7% | -6.4% | 0.4%
COCc1[nH][nH]c(=O)c1/C=N/N1CCOCC1
  13.9% | -8.0 | -0.5 | 7.9 | -4.0% | -0.2% | 16.0 | -6.8% | 0.8% | 0.2% | 0.1%
COc1cccc(C(=O)C2CCCN(Cc3c(C)n(C)n(-c4ccccc4)c3=O)C2)c1 (configuration not stated)
  3.0% | 24.3 | 0.2 | -8.7 | 11.6% | -2.3% | 13.4 | ? | 2.8% | -4.1% | -0.7%
CCc1ccc(C(=O)COC(=O)[C@@H](NC(N)=O)[C@@H](C)CC)cc1
  -2.4% | 0.6 | -1.8 | ? | 0.9% | -1.3% | 3.9 | -8.1% | 3.5% | 3.3% | 0.0%
CCc1cc2c(nc1CC)CCN(CC/C(C)=N/O[C@@H](C)c1cc(-c3c(C)cc(C)cc3C)no1)C2
  nt | nt | -0.4&-0.3 | nt | -7.2% | nt | nt | ? | 0.3% | -4.2% | 5.0%
CCCCNC(=O)c1ccc2c(OCC)n(CCCC)nc2c1
  7.3% | 2.2 | 0.5 | -12.3 | 1.1% | -1.6% | 3.5 | ? | -1.5% | 10.5% | 0.3%

Later entries:
Results follow in this order: uPA generation | KCNH2 WT inh | FBPA coupling cs | Giardia kill | PKM2 act | GALK inhibitor | KCNH2 3.1 inh | BCR signal inh | USP2a block | Eya2 phos inh | B2AR arrestin
O=S(=O)(Nc1cccc(-c2cn3cccnc3n2)c1)c1ccccc1
  23.3% | -13.5 | 0.1 | -25.3 | -19.7% | 0.5% | 7.0 | -0.3% | -1.7% | 3.1% | -0.2%
CC12CCC(=O)N1C(C(=O)OCC(=O)Nc1ccc(S(N)(=O)=O)cc1)CS2 (configuration not stated)
  3.9% | -2.1 | 2.8 | -12.7 | -3.0% | -0.6% | 0.5 | 1.2% | 3.4% | 2.2% | -0.5%
O=C(Cn1nc(-c2ccc(F)cc2)ccc1=O)Nc1ccc(C(=O)NC2CC2)cc1
  -6.7% | 1.5 | -0.7 | 8.7 | 4.0% | -1.7% | -8.7 | -6.7% | -0.6% | -0.9% | -0.1%
CC(=O)N1c2ccc(S(=O)(=O)N3CCC(C(=O)Nc4cc(C)cc(C)c4)CC3)cc2CC1C (configuration not stated)
  4.5% | 0.6 | nt | -3.1 | nt | -8.5% | 7.9 | ? | 3.8% | 1.9% | -0.5%
COc1ccc(C(=O)NCC(=O)c2ccccc2)cc1
  ? | -7.6 | 0.8 | -6.3 | -2.2% | 3.5% | 0.1 | nt | 0.8% | 17.6% | -0.1%
CN(C)C(=O)c1ccc(NC(=O)CC2SC(N3CCCC3)=NC2=O)cc1 (configuration not stated)
  3.2% | 0.2 | nt | 6.5 | nt | nt | -4.4 | 1.4% | 1.8% | 4.5% | 0.4%
CCc1ccc(S(=O)(=O)NCc2cn3ccsc3n2)s1
  -2.0% | 11.8 | 2.7 | -6.1 | 0.0% | -3.4% | -11.2 | 0.8% | -1.8% | 6.0% | 0.2%
Cc1cc(=O)[nH]c(N/N=C/c2cc(C)n(CC(F)(F)F)c2C)n1
  0.251µM* | 7.5 | 1.2 | -6.7 | 2.9% | -1.3% | -5.4 | ? | 1.7% | 0.5% | -0.4%
Cc1ccc(C)c(S(=O)(=O)N2CCNCC2)c1
  -0.5% | 2.5 | 1.6 | 31.6[activator] | 4.3% | 0.7% | 0.3 | -0.4% | -0.1% | 3.2% | -0.1%

Screens from PubChem.
